Source: PubChem
IDE cell inh = inhibitors of human insulin-degrading enzyme in cells; P14735; 320,000 tested, 0.41% active; inhibition, % at 5.59 µM; HEK cells, FAbetaB cleavage, fluorescence polarization;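 active means percent inhibition above the average of all tested compounds plus 3 SD, set per screening campaign, cut at about 16% in these data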;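 further: IDE supplied by intact live HEK cells; FP after avidin binding of uncleaved biotin substrate so inhibition keeps polarization high; 0% = DMSO wells and 100% = 60 µM reference IDE inhibitor Ii1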
Target sequence (P14735 whole entry, looked up): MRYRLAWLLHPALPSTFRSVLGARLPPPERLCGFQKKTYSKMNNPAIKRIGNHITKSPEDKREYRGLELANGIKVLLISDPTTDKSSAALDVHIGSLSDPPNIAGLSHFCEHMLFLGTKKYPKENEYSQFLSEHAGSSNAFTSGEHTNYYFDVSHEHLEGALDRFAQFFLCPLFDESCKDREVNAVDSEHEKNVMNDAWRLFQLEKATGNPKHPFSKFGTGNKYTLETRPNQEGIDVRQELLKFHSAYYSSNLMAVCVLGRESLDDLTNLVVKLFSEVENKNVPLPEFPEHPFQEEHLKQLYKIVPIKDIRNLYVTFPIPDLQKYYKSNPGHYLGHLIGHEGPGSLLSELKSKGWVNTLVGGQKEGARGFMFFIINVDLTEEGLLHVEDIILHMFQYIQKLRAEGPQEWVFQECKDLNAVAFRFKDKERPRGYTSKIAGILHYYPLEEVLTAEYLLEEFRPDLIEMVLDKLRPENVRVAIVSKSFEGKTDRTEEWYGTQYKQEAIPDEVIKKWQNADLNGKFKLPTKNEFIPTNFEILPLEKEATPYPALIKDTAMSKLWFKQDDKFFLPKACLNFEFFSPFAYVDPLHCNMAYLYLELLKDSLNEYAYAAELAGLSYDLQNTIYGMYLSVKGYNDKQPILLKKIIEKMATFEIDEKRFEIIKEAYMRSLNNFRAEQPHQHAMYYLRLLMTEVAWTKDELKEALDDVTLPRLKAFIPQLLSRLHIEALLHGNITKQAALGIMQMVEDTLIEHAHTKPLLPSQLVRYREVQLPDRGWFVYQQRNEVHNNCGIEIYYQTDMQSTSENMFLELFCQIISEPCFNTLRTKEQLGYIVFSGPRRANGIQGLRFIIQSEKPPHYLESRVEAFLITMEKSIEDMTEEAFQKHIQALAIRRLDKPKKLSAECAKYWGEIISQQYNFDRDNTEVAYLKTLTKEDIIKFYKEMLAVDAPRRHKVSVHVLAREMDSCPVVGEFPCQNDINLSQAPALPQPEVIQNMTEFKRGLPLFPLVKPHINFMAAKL
M18AAP inhibitor = PfM18AAP enzyme inhibition; recombinant PfM18AAP, H-Glu-NHMec fluorogenic cleavage; inhibition, % at 7.35 µM; 290,000 tested, 1.2% active;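 active means inhibition above the campaign mean inhibition over all tested compounds plus 3 SD, cut at about 28% in these data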;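 further: 0% = plate median of test compound wells and 100% = 2 mM ZnCl2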
IDE cell activ = boosts human insulin-degrading enzyme activity in HEK cells; activation, % at 5.96 µM; 340,000 tested, 0.073% active; P14735; AID 493087; FAbeta-B cleavage, fluorescence polarization; 0% vehicle, 100% cell-free pure enzyme wells;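 active means activation above the mean of all tested compounds plus 3 SD, set per screening campaign, cut at about 17% in these data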
Numbers without * were called inactive; nt = not tested or not shown; & = joins results of further samples. This is a subset, so the mix of outcomes need not match the whole.

# | molecule | IDE cell activ | M18AAP inhibitor | IDE cell inh
1 | C[C@]12CC[C@@H](O)CC1=CCC1C2CC[C@@]2(C)C1C[C@@H](F)[C@@H]2O (stereo partly specified) | 2 | nt | -1
2 | COC(=O)C1=C(c2ccc(-c3ccccc3)c(F)c2)C[C@@H]2CC[C@H]1N2C(=O)NC1CCCCC1 | -2 | nt | 9
3 | Cc1c(C)c2ccc(OCC(=O)N3CCN(Cc4ccccc4)CC3)cc2oc1=O | 4 | nt | 0
4 | Cn1cc(C(=O)OCC(=O)N2CCCC2)c2ccccc21 | 0 | nt | 1
5 | O=[N+]([O-])c1ccc(Cl)cc1 | 1 | nt | 0
6 | COC(=O)C1=C(c2ccc(-c3ccccc3)c(F)c2)C[C@@H]2CC[C@H]1N2C(=O)NC1CC1 | 5 | nt | -2
7 | CC(C)OS(C)(=O)=O | 1 | nt | -2
8 | COC(=O)C1C2CC[C@@H](CC1OC(=O)c1ccccc1)N2 (stereo partly specified) | 3 | nt | 4
9 | COC(=O)C1=C(c2cccc(C#N)c2)C[C@@H]2CC[C@H]1N2C(=O)NC(C)C | 1 | nt | 1
10 | O=C1C=C2C=C[C@@H]3CC2(O1)[C@H]1CCCCN31 | -3 | nt | -2
11 | CC(C)(C)[C@]1(O)C[C@@H]2OC(=O)C[C@@]23C(=O)O[C@@H]2OC(=O)[C@@H](O)C213 (stereo partly specified) | 2 | nt | -1
12 | C[C@@H]1O[C@@H](O[C@@H]2C=C3CCC4C(CC[C@]5(C)[C@@H](c6ccc(=O)oc6)CC[C@]45O)[C@@]3(C)CC2)[C@H](O)[C@H](O)[C@H]1O (stereo partly specified) | 10 | nt | 4
13 | CCOS(C)(=O)=O | 2 | nt | -4
14 | COC(=O)C1=C(c2cccc(C#N)c2)C[C@@H]2CC[C@H]1N2C(=O)NCc1ccc(F)cc1 | 5 | nt | -1
15 | COc1ccc2[nH]c3c(c2c1)CCNC3 | 4 | nt | -3
16 | CCCNC(=O)N1[C@H]2CC[C@@H]1C(C(=O)OC)=C(c1ccc(-c3ccccc3)c(F)c1)C2 | 1 | nt | -5
17 | Cc1nn(CC(C)C)c(Cl)c1C(=O)NC1CCC(C)CC1 (stereo unspecified) | 5 | nt | 0
18 | COC(=O)C1=C(c2ccc(F)cc2F)C[C@@H]2CC[C@H]1N2C(=O)NCc1ccc(C(F)(F)F)cc1 | -3 | nt | 2
19 | O=C(O)C1C(C(=O)O)C2(Cl)C(Cl)=C(Cl)C1(Cl)C2(Cl)Cl (stereo unspecified) | 7 | nt | 3
20 | C=C1[C@H]2CC[C@H]3[C@]4(C)C[C@H](O[C@H]5O[C@H](CO)[C@@H](OS(=O)(=O)O)[C@H](OS(=O)(=O)O)[C@H]5OC(=O)CC(C)C)C[C@@H](C(=O)O)[C@H]4CC[C@]3(C2)[C@H]1O | 8 | nt | 0
21 | OCC(Br)CBr (stereo unspecified) | 2 | nt | 1
22 | C[C@]12CC[C@H]3[C@@H](CC[C@]4(O)C[C@@H](O)CC[C@]34C=O)[C@@]1(O)CC[C@@H]2C1=CC(=O)OC1 | 6 | nt | -5
23 | COc1cc(CC(=O)N2C[C@H]3C[C@@H](C2)c2cccc(=O)n2C3)cc(OC)c1OC | -3 | nt | 6
24 | O=[N+]([O-])c1cccc2c([N+](=O)[O-])cccc12 | -1 | nt | -1
25 | C[C@]12CCC(=O)C[C@@H]1CC[C@@H]1[C@@H]2CC[C@]2(C)[C@@H](O)CC[C@@H]12 | 2 | nt | 3
26 | CCOC(=O)c1cccc(-[n+]2c(-c3ccccc3)cc(-c3ccccc3)cc2-c2ccccc2)c1 | -3 | nt | -6
27 | O=C(CCCN1CCC(n2c(=O)[nH]c3ccccc32)CC1)c1ccc(F)cc1 | 0 | nt | 3
28 | COC(=O)C1=C(c2c(C)noc2C)C[C@@H]2CC[C@H]1N2C(=O)NC1Cc2ccccc2C1 | 2 | nt | 0
29 | COc1ccc2[nH]c(C)c(CCNCc3cccnc3)c2c1 | 5 | nt | -4
30 | Cc1cc(-c2ccccc2)cc(C)[n+]1Cc1ccccc1 | 0 | nt | 2
31 | COc1cc2c(cc1OC)C(C)NCC2 (stereo unspecified) | -3 | nt | 2
32 | CC(C)OC(=O)Cc1ccccc1 | 3 | nt | 1
33 | Oc1ccccc1-[n+]1c(-c2ccccc2)cc(-c2ccccc2)cc1-c1ccccc1 | -2 | nt | 4
34 | CN(C)c1cc[n+](CC(O)C[n+]2ccc(N(C)C)cc2)cc1 | 2 | nt | -2
35 | COC(=O)C1=C(c2ccc(OC(F)(F)F)cc2)C[C@@H]2CC[C@H]1N2C(=O)NC1CCCCC1 | 4 | nt | -1
36 | COC(=O)C1=C(c2ccc(F)cc2F)C[C@@H]2CC[C@H]1N2C(=O)N1CCC(O)(c2ccc(Cl)cc2)CC1 | 3 | nt | 1

Ordered by molar mass (rising): some entries from above.
# | molecule | IDE cell activ | M18AAP inhibitor | IDE cell inh
13 | CCOS(C)(=O)=O | 2 | nt | -4
32 | CC(C)OC(=O)Cc1ccccc1 | 3 | nt | 1
15 | COc1ccc2[nH]c3c(c2c1)CCNC3 | 4 | nt | -3
31 | COc1cc2c(cc1OC)C(C)NCC2 (stereo unspecified) | -3 | nt | 2
24 | O=[N+]([O-])c1cccc2c([N+](=O)[O-])cccc12 | -1 | nt | -1
30 | Cc1cc(-c2ccccc2)cc(C)[n+]1Cc1ccccc1 | 0 | nt | 2
25 | C[C@]12CCC(=O)C[C@@H]1CC[C@@H]1[C@@H]2CC[C@]2(C)[C@@H](O)CC[C@@H]12 | 2 | nt | 3
29 | COc1ccc2[nH]c(C)c(CCNCc3cccnc3)c2c1 | 5 | nt | -4
34 | CN(C)c1cc[n+](CC(O)C[n+]2ccc(N(C)C)cc2)cc1 | 2 | nt | -2
17 | Cc1nn(CC(C)C)c(Cl)c1C(=O)NC1CCC(C)CC1 (stereo unspecified) | 5 | nt | 0
27 | O=C(CCCN1CCC(n2c(=O)[nH]c3ccccc32)CC1)c1ccc(F)cc1 | 0 | nt | 3
19 | O=C(O)C1C(C(=O)O)C2(Cl)C(Cl)=C(Cl)C1(Cl)C2(Cl)Cl (stereo unspecified) | 7 | nt | 3
33 | Oc1ccccc1-[n+]1c(-c2ccccc2)cc(-c2ccccc2)cc1-c1ccccc1 | -2 | nt | 4
22 | C[C@]12CC[C@H]3[C@@H](CC[C@]4(O)C[C@@H](O)CC[C@]34C=O)[C@@]1(O)CC[C@@H]2C1=CC(=O)OC1 | 6 | nt | -5
14 | COC(=O)C1=C(c2cccc(C#N)c2)C[C@@H]2CC[C@H]1N2C(=O)NCc1ccc(F)cc1 | 5 | nt | -1
16 | CCCNC(=O)N1[C@H]2CC[C@@H]1C(C(=O)OC)=C(c1ccc(-c3ccccc3)c(F)c1)C2 | 1 | nt | -5
35 | COC(=O)C1=C(c2ccc(OC(F)(F)F)cc2)C[C@@H]2CC[C@H]1N2C(=O)NC1CCCCC1 | 4 | nt | -1
26 | CCOC(=O)c1cccc(-[n+]2c(-c3ccccc3)cc(-c3ccccc3)cc2-c2ccccc2)c1 | -3 | nt | -6
18 | COC(=O)C1=C(c2ccc(F)cc2F)C[C@@H]2CC[C@H]1N2C(=O)NCc1ccc(C(F)(F)F)cc1 | -3 | nt | 2
36 | COC(=O)C1=C(c2ccc(F)cc2F)C[C@@H]2CC[C@H]1N2C(=O)N1CCC(O)(c2ccc(Cl)cc2)CC1 | 3 | nt | 1
20 | C=C1[C@H]2CC[C@H]3[C@]4(C)C[C@H](O[C@H]5O[C@H](CO)[C@@H](OS(=O)(=O)O)[C@H](OS(=O)(=O)O)[C@H]5OC(=O)CC(C)C)C[C@@H](C(=O)O)[C@H]4CC[C@]3(C2)[C@H]1O | 8 | nt | 0

(more compounds)
# | molecule | IDE cell activ | M18AAP inhibitor | IDE cell inh
37 | C=CCc1cc(OC)c2c(c1)OCO2 | 2 | nt | -2
38 | Cc1cc(=O)oc2cc(OCC(=O)N3CCN(C(C)c4ccccc4)CC3)c(Cl)cc12 (stereo unspecified) | 1 | nt | -5
39 | CCCN1CCC[C@H](c2cccc(O)c2)C1 | 7 | nt | 4
40 | C[C@]12CC[C@H]3[C@@H](CCC4=CC(=O)CC[C@@]43C)[C@@H]1CC[C@@H]2O | 4&0 | nt | 4
41 | COC(=O)C1=C(c2cccc(C#N)c2)C[C@@H]2CC[C@H]1N2C(=O)N1CCc2cc(OC)c(OC)cc2C1 | 1 | nt | 1
42 | CCC1(c2cccc(O)c2)CCCCN(C)C1 (stereo unspecified) | 7 | nt | 1
43 | CN(C)c1ccc(CCN2CCOCC2)cc1 | 0 | nt | -1
44 | CCCCCCCCCCCCCCCC[N+](C)(C)C | 8 | nt | 1
45 | O=C1CN=C(c2ccccc2Cl)c2cc(Br)ccc2N1 | 4 | nt | -4
46 | COC(=O)C1=C(c2ccc(F)cc2F)C[C@@H]2CC[C@H]1N2C(=O)N1CCOCC1 | 4 | nt | -3
47 | CC(C)CC(C)N (stereo unspecified) | 2 | nt | -3
48 | O=C(Cc1cccc(C(F)(F)F)c1)N1CCN(CC(=O)N2CCCC2)CC1 | 1 | nt | 0
49 | Cc1ccc(N)c(C)c1 | 2 | nt | 2
50 | Cc1cccc(-n2c(CN3C(=O)c4ccccc4C3=O)nc3ccccc3c2=O)n1 | 2 | 5 | 1
